High-throughput results from PubChem.
TDP2 inh: TDP2 (human) inhibition, absorbance primary screen; recombinant TDP2, T5PNP hydrolysis, p-nitrophenol absorbance 415 nm; AID 720702; inhibition, % at 12.8 µM; 0.34% of 370,000 active; O95551;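 active = inhibition above the mean of all tested compounds plus 3 SD, set per campaign, cut at about 25% in these data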;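 also: 0% = DMSO with enzyme and 100% = buffer with substrate but no TDP2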
Target sequence (O95551 whole entry, looked up): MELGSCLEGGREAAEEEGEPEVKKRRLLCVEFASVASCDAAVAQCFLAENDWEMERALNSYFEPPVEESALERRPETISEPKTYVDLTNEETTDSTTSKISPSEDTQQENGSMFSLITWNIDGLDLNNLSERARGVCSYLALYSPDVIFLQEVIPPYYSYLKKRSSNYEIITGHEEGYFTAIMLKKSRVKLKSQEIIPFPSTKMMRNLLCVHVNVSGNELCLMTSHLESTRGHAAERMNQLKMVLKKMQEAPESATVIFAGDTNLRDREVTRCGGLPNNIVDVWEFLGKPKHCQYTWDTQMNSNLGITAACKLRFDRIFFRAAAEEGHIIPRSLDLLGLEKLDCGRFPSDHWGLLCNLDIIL
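Test system: human TDP2 enzyme; Input: 120 nM TDP2 per well; Buffer or medium: Mg2+-containing Tris-HCl buffer, pH 7.5; Reagent: 5 mM T5PNP; Dosing: 12.8 µM single point, 1% DMSO; Incubation: reaction 2 h, 37 °C; Detection: p-Nitrophenol epi absorbance; Read-out: % inhibition relative to enzyme-containing and enzyme-free wells; Replicates: single well per compound.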
ADAM17 inh: inhibits human ADAM17; recombinant ADAM17, EDANS/DABCYL FRET peptide cleavage; inhibition, % at 6.95 µM; 0.83% of 370,000 active;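 active = inhibition above the mean of compounds lying between control limits plus 3 SD, set per campaign, cut at about 8.5% in these data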;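 also: 0% = DMSO-only wells as the low control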
Tn7 DDE FP: DD(E)-Tn7 binding inhibition, primary FP screen; P02675; FP displacement of FITC-Tn7 peptide from fibrin DD(E); 0% = median of compound wells per plate; inhibition, % at 8.3 µM; 0.13% of 370,000 active; AID 720508;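 active = inhibition above the mean of compounds falling within the control limits plus 3 SD of them, cut at about 14% in these data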;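 also: 0% = plate median of compound wells and 100% = 10 µM Aha-Tn7 peptide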
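Also added: labelled Tn7 tracer, 0.1 µM; Assay system: human fibrin DD(E) protein; Amount: 2 µM fibrin DD(E); Schedule: 10 min compound pre-incubation, 3 h probe incubation at room temperature; Repeats: one replicate per compound; Read-out basis: percent inhibition; Measured by: fluorescence polarization of the labelled Tn7 tracer.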
KLK7 zymogen act: proKLK7 (human) activation, primary screen | P49862 | purified proKLK7, EDANS-DABCYL substrate fluorescence; 100% is mature enzyme control, 0% vehicle | activation, % at 7 µM | 0.9% of 370,000 active | AID 652039;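 active = activation above the mean of all tested compounds plus 3 SD, computed per campaign excluding outliers beyond control limits, cut at about 13% in these data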
Target sequence (P49862 whole entry, looked up): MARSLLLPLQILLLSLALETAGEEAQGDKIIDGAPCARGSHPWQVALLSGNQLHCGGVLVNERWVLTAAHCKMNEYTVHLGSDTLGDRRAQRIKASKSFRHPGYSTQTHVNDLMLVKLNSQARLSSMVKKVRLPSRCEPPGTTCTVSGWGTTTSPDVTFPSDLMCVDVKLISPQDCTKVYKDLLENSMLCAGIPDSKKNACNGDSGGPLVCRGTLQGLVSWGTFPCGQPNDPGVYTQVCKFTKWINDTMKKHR
PLC-gamma1 inh: PLC-gamma1 (human) inhibition, primary screen; P19174; purified PLC-gamma1, fluorogenic substrate, fluorescence; inhibition, % at 12.2 µM; 0.84% of 370,000 active; AID 720700; in the data active = inhibition above about 9.5%
LEDGF integ inh: blocks HIV-1 LEDGF/p75-dependent DNA integration; TR-FRET IN-LEDGF/p75 DNA integration, Eu/Cy5; inhibition, % at 3.7 µM; 0.64% of 370,000 active; AID 743269;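 active = inhibition above the screen-wide mean plus 3 SD, cut at about 13% in these data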;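 also: signal is the Cy5 over europium emission ratio at 671 and 618 nm; 0% = plate median of compound wells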
ASAP1 inh: inhibitors of human ASAP1 ArfGAP activity | Q9ULH1 | ASAP1-stimulated ARF1 GTP hydrolysis, GDP FP detection | inhibition, % at 16.5 µM | 0.19% of 360,000 active; in the data active = inhibition above about 25%;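 also: 0% = vehicle with enzyme and substrate and 100% = no enzyme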
Target sequence (Q9ULH1 325-724 limits assumed): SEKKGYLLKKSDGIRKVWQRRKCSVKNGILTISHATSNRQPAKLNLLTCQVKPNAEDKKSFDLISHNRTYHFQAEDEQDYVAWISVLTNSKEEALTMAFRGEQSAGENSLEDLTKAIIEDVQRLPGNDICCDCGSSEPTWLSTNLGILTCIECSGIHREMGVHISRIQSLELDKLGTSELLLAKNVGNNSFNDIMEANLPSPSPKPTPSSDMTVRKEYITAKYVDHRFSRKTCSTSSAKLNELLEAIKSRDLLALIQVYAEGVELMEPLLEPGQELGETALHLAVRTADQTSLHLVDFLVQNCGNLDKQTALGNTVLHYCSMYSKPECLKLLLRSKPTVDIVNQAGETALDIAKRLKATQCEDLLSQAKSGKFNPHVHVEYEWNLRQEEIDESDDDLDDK
Tn6 DDE FP: DD(E)-Tn6 binding inhibition, primary FP screen; P02675; Fibrin DD(E) TRITC-Tn6 fluorescence polarization displacement; inhibition, % at 8.3 µM; 0.21% of 370,000 active;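 active = inhibition above a per-campaign cutoff: mean of compounds within control limits plus 3 SD, cut at about 15% in these data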;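 also: 0% = median of all compound wells on the plate and 100% = blocking peptide control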
ADAM10 inh: inhibitors of human ADAM10. recombinant ADAM10, EDANS/DABCYL FRET peptide cleavage, 3 h. 0.62% of 370,000 active. O14672. inhibition, % at 7 µM. AID 720582;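 active = inhibition above a per-campaign cutoff equal to the mean of compounds falling between control-based bounds plus 3 SD, cut at about 20% in these data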;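 also: 0% = DMSO wells while the 100% control is not disclosed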
ARFGAP1 inhibitor: inhibitors of rat ARFGAP1 | Q62848 | Arfgap1-stimulated ARF1 GTP hydrolysis, GDP FP detection | inhibition, % at 16.5 µM | 0.26% of 360,000 active;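 active = inhibition above a per-plate limit, mean inhibition of low control wells plus 3 SD, cut at about 25% in these data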;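 also: 0% = DMSO wells with enzyme and 100% = wells lacking Arfgap1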
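system = rat Arfgap1 catalytic domain, aa 1-136 | technique = FP, GDP Alexa 633 tracer displaced from anti-GDP antibody, 620/688 nm | compound = one concentration, 16.5 µM, DMSO 1.26% | medium = HEPES-based buffer, pH 7.5 | timing = compound-enzyme preincubation 20 min, reaction 120 min, detection 60 min, 25 °C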
Numbers without * were called inactive. Only part of the results is shown; rates above refer to the full screens.

Structure	Tn6 DDE FP	ASAP1 inh	LEDGF integ inh	PLC-gamma1 inh	Tn7 DDE FP	ADAM10 inh	KLK7 zymogen act	ADAM17 inh	ARFGAP1 inhibitor	TDP2 inh
CC1(CCCc2ccc(N(CCCl)CCCl)cc2)NC(=O)NC1=O (stereo not given)	5.0	-9.6	-1.9	-4.5	-2.8	-14.1	0.8	-0.7	10.9	-2.5
O=C1NC(=O)N(c2ccc3c(c2)OCO3)C(=O)/C1=C/c1cccs1	-5.7	16.7	1.6	1.1	-9.0	1.9	-0.1	2.4	5.3	0.3
CN1CC(C(=O)c2ccc(Cl)cc2)C(c2ccccc2F)C1 (stereo not given)	4.9	-8.8	2.3	1.0	-3.1	8.7	0.4	-1.4	5.9	0.4
COc1ccc(CC2C(=O)N(C)C(=O)N(C)C2=O)c(OC)c1	6.9	3.8	2.1	-1.6	3.5	-6.3	0.5	-6.2	-11.7	-4.8
CSc1nc(Cl)c(Br)c(N2CC2)n1	-0.2	13.2	-5.8	6.3	-4.6	-26.5	0.7	1.1	4.3	-0.7
C1CCC2S[C@H]3CCCCC3NC2C1 (stereo not given in full)	3.0	-4.5	5.3	0.5	-2.1	-2.9	0.4	-0.8	-1.6	15.4
CC1CN(CC(=O)c2ccccc2Cl)CC(C)O1 (stereo not given)	2.9	2.8	1.0	5.3	-6.0	4.8	15.8*	-2.0	0.2	-4.8
C1=C(c2ccccc2)CCNC1	-9.4	-9.2	7.5	3.4	-5.0	14.0	0.4	4.1	12.5	-7.6
c1ccc(CNCCc2c[nH]c3ccccc23)cc1	-2.6	-17.6	-1.2	2.2	5.4	-2.8	-0.9	-2.4	-7.4	2.7
CC(=O)OC1N=C(c2ccccc2)c2cc(C)ccc2NC1=O (stereo not given)	2.7	-2.8	-0.1	-4.0	5.2	7.7	0.1	-3.6	3.9	4.2
COc1ccc(C(c2nnnn2C2CCCCC2)N2CCC3(CC2)C(=O)NCN3c2ccccc2)cc1 (stereo not given)	-5.7	8.1	0.3	4.5	-2.9	-8.8	0.6	-1.6	5.3	0.3
COC(=O)C1=C(c2cc3ccccc3o2)C[C@@H]2CC[C@H]1N2C(=O)NCc1ccco1	1.2	0.7	-1.2	5.7	3.7	4.3	0.1	1.4	-3.3	-9.2
O=C(C1CCCN(c2nnc(-n3cccc3)s2)C1)N1CCC2(CC1)OCCO2 (stereo not given)	1.6	13.9	-0.3	1.4	5.1	-21.1	-1.0	-2.7	8.8	9.6
CN1CCN(c2ncnc3c2cnn3C)CC1	-2.8	-0.2	1.5	0.8	-3.9	4.4	0.0	-5.0	-12.9	-15.6
COc1ccc(OC(=O)N(C)C[C@@H]2OCc3cnnn3CCCC(=O)N([C@@H](C)CO)C[C@@H]2C)cc1	-9.9	3.2	5.6	-1.9	-7.1	0.0	0.1	1.8	6.6	-6.7
COc1ccc(N2C(=O)C(=O)N(c3ccc(OC)cc3)P2(=O)N(CCCl)CCCl)cc1	1.6	-8.5	2.4	-0.5	6.3	-11.4	-0.1	-2.8	4.7	0.7
CCC(=NCC1CCCO1)c1c(O)n(-c2ccc(Cl)cc2)c(=O)[nH]c1=O (stereo not given)	-4.3	-5.5	0.6	0.8	-4.5	-8.3	0.4	-6.2	16.5	4.9
CCOC(=O)CC1c2ccccc2-n2nncc2CN1CC1CCCCC1 (stereo not given)	-1.8	12.2	2.5	-0.9	1.8	2.1	0.4	-0.9	-12.6	-8.7
CC(=NCc1ccc2c(c1)OCO2)c1c(O)n(C)c(=O)n(C)c1=O	1.8	-9.6	-0.3	4.1	2.9	-0.1	-0.5	-0.4	10.2	11.8
CCCC1C(C#N)=C(N)Oc2c1c(=O)oc1ccccc21 (stereo not given)	2.8	-5.5	-2.8	-8.2	3.4	-23.1	-0.6	-6.7	-4.7	4.9
N#CC(C#N)=Cc1ccc(N2CCOCC2)cc1	5.3	4.3	-0.3	0.8	0.3	-9.3	0.5	-8.0	2.3	-3.3
COC(=O)C1=C(c2ccc(Cl)c(C(F)(F)F)c2)C[C@@H]2CC[C@H]1N2C	1.5	-6.4	-1.7	-0.5	6.8	5.5	-0.1	-2.8	4.2	10.9
CCOC(=O)C1=C(NC(=S)NC(=O)c2ccccc2)c2ccccc2CC12CCCC2	4.7	10.8	0.2	2.5	-9.0	7.2	1.1	3.3	13.8	-8.2
CCCC(C)C1(CC)C(=O)NC(=Nc2ccc(F)cc2)NC1=O (stereo not given)	-10.4	-8.4	-2.2	-2.0	-2.3	-0.5	0.4	-1.8	-1.1	3.1

3 compounds from above, arranged by molar mass, rising.
Structure	Tn6 DDE FP	ASAP1 inh	LEDGF integ inh	PLC-gamma1 inh	Tn7 DDE FP	ADAM10 inh	KLK7 zymogen act	ADAM17 inh	ARFGAP1 inhibitor	TDP2 inh
CCCC1C(C#N)=C(N)Oc2c1c(=O)oc1ccccc21 (stereo not given)	2.8	-5.5	-2.8	-8.2	3.4	-23.1	-0.6	-6.7	-4.7	4.9
O=C(C1CCCN(c2nnc(-n3cccc3)s2)C1)N1CCC2(CC1)OCCO2 (stereo not given)	1.6	13.9	-0.3	1.4	5.1	-21.1	-1.0	-2.7	8.8	9.6
COc1ccc(N2C(=O)C(=O)N(c3ccc(OC)cc3)P2(=O)N(CCCl)CCCl)cc1	1.6	-8.5	2.4	-0.5	6.3	-11.4	-0.1	-2.8	4.7	0.7

New compounds follow.
Structure	Tn6 DDE FP	ASAP1 inh	LEDGF integ inh	PLC-gamma1 inh	Tn7 DDE FP	ADAM10 inh	KLK7 zymogen act	ADAM17 inh	ARFGAP1 inhibitor	TDP2 inh
CCc1nn2c(=O)c(F)c(N3CCNCC3)nc2s1	-9.0	-1.7	5.9	8.6	-1.7	6.5	0.7	3.0	1.1	-7.1
Cc1ccccc1Cc1c(C)nc2nc(SCC(=O)N3CCC4(CC3)OCCO4)nn2c1C	-2.9	8.7	-1.9	-6.4	3.4	0.1	0.4	-4.3	-1.1	11.4
Cc1cc(C(=O)CN2CCCC2)c(C)n1-c1ccc(F)cc1	-2.2	2.1	1.6	-3.6	2.9	4.3	0.6	-0.3	4.2	-8.5
Cc1ccc2c(c1)CC1(CN2C)C(=O)NC(=O)N(CCC2=CCCCC2)C1=O (stereo not given)	-2.7	-1.8	3.9	-5.3	6.9	-2.1	-0.1	-0.5	0.8	-6.0
CN1C(=O)C(c2ccccc2)C(=O)N(C)C1=O	2.1	-4.8	-0.9	4.8	-1.4	5.4	0.1	2.7	5.5	-7.9
CC(=O)OC1CC(OC2C(O)CC(OC3C(O)CC(OC4CCC5(C)C(CCC6C5CCC5(C)C(C7=CC(=O)OC7)C(O)CC65O)C4)OC3C)OC2C)OC(C)C1OC1OC(CO)C(O)C(O)C1O (stereo not given)	-3.2	4.6	-2.2	3.1	5.3	-2.7	0.1	-1.1	5.5	-2.6
CC12CCC3C(CCC4(O)CC(O)CCC34C=O)C1(O)CCC2C1=CC(=O)OC1 (stereo not given)	-1.1	12.4	-0.4	1.1	2.3	-10.6	-0.5	-5.6	-0.6	9.8
COc1cc(C(CN)CC(=O)O)ccc1O (stereo not given)	-0.1	-6.6	1.7	0.5	-11.3	1.6	0.1	-2.1	6.3	3.2
O=P(Oc1ccccc1)(Oc1ccccc1)C(O)c1ccc(Cl)cc1 (stereo not given)	-3.8	-12.2	-0.7	1.9	-0.3	4.6	0.1	-2.1	-3.3	-1.4
COC(=O)c1c(C)[nH]c(C(=O)C(Cc2ccccc2)N(C)C)c1C (stereo not given)	1.6	-12.5	3.4	-1.9	10.0	2.1	-0.7	-2.2	-5.3	-7.1
COC1C(OC(=O)c2ccc(C)[nH]2)C(O)C(Oc2ccc3c(O)c(NC(=O)c4ccc(O)c(CC=C(C)C)c4)c(=O)oc3c2Cl)OC1(C)C (stereo not given)	-2.8	2.5	-1.0	2.8	2.2	9.2	-0.3	6.3	12.3	-2.6
CCN1CCN(Cc2cc(C(C)(C)C)c(O)c(C(C)(C)C)c2)CC1	-7.4	11.8	0.7	-2.0	-6.0	-9.1	-0.4	-3.6	2.3	11.9
c1ccc2sc(C3CCNCC3)nc2c1	4.1	-3.4	1.9	1.2	-1.3	-8.1	0.1	-2.8	9.6	5.2
COC(=O)C1=C(c2ccccc2OCc2ccccc2)C[C@@H]2CC[C@H]1N2C(=O)NC1CCN(Cc2ccccc2)CC1	2.2	3.1	-0.8	7.3	-7.1	3.2	0.2	1.9	-1.9	-18.2
COC(=O)C1=C(c2ccccc2)C[C@@H]2CC[C@H]1N2C(=O)N1CCC(O)CC1	7.2	-4.8	-1.0	0.0	-0.5	-3.3	-0.1	0.1	-10.0	-5.7
CC(C(=O)N1CCC2(CC1)OCCO2)C1Sc2ccccc2NC1=O (stereo not given)	-11.6	-1.2	2.9	0.9	-0.2	-1.4	-0.3	-4.0	2.2	4.2
CCCCn1c(O)c(C=NCc2ccc3c(c2)OCO3)c(=O)[nH]c1=O	-6.6	3.2	-2.3	-2.6	0.8	-4.5	0.4	-1.5	5.1	-11.3
Cc1cc(OC(=O)CCCNC(=O)OC(C)(C)C)c2c3c(c(=O)oc2c1)CCC3	-2.7	2.0	-3.8	-15.1	2.9	-17.9	3.9	-9.3	-2.6	11.0
CN1C(=O)C(=Cc2cn(CC(=O)N3CCCC3)c3ccccc23)C(=O)N(C)C1=O	-14.2	3.1	-4.2	-3.9	-2.1	-11.6	-0.7	-7.0	-7.5	-10.3
O=c1[nH]c(=S)n(Cc2ccc(F)cc2)c(O)c1C=NCC1CCCO1 (stereo not given)	1.6	-10.0	1.2	3.0	-1.0	-7.2	-0.2	-2.0	-4.0	2.7
O=C(CCC(=O)N1CCOc2ccc(Cl)cc21)N1CCC2(CC1)OCCO2	6.4	-12.9	2.0	-4.4	4.8	-2.9	0.5	-3.4	-4.9	1.1
CN(C)c1ccccc1	-4.9	10.1	6.7	2.4	-4.5	-10.8	-0.4	-0.3	0.4	-3.0
COc1ccc(-n2nc(C(=O)NCC(=O)N3CCC4(CC3)OCCO4)c3ccccc3c2=O)c(OC)c1	-0.3	1.1	-5.0	-7.1	1.2	-2.7	-0.1	-2.0	2.5	-15.2
CC(C)(C)N(NC(=O)c1ccccc1)C(=O)c1ccccc1	4.7	9.6	-1.6	-1.4	-2.0	2.2	-0.3	3.1	9.3	0.8
Cc1cccc(CN2CCCC(C(=O)c3ccc4c(c3)OCO4)C2)n1 (stereo not given)	-0.9	-1.8	3.5	-2.8	6.7	-6.2	-0.1	-5.5	-4.8	16.1
Fc1ccc(CCNCc2ccc(Cl)c(Cl)c2)cc1	-2.4	-5.0	-4.1	0.2	2.1	1.0	0.5	-2.8	8.6	-11.8
